# Cneo AK release – Cryptococcus neoformans lysis via adenylate kinase release; C. neoformans lysis, adenylate kinase release luminescence, 4 h; normalised: neutral wells 0, clomiphene wells 100; lysis activity, % at 15 µM; 360,000 tested, 0.2% active; AID 651654;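 active means mean lysis activity across replicates of at least 80%, whatever share of replicates individually reach that level; inactive means mean lysis activity below 80%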
#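 Material – log-phase Cryptococcus neoformans yeast cells · Input – 5 × 10^6 yeast cells/mL · Medium – fresh YPD growth medium · Doses – single compound concentration per well · Timing – static 4 h at 37 °C with compound, 1 h detection · Detection – adenylate kinase release luminescence · Read-out – signal increase indicating cell lysis · Control set – Clomiphene as positive lysis control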
# PGC1a acetyl inh – modulators of PGC1a acetylation; U2OS PGC1a acetylation, AlphaScreen anti-acetyl-lysine; with virally co-expressed GCN5 acetyltransferase; inhibition, % at 15.6 µM; 350,000 tested, 0.17% active;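 active means every replicate shows inhibition of at least 40%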;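 further: 0% = neutral control wells and 100% = positive control wells; some results beyond the cut were filed as inactive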
# CASP6 VEID inh – inhibitors of human caspase-6 | P55212 | purified caspase-6, Z-VEID-R110 cleavage fluorescence | inhibition, % at 12.5 µM | 350,000 tested, 0.53% active;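 active means mean inhibition across replicates at least about 35%, with every replicate also reaching that limit, limit read from the data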;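 further: 0% = median of neutral control wells and 100% = no fluorescence left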
# Target sequence (P55212 24-179 limits assumed): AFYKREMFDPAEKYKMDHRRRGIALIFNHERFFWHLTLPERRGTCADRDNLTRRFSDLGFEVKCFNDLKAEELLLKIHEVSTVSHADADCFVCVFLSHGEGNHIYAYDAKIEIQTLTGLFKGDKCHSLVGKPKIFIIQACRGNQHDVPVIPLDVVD
# Target sequence (P55212 194-293 limits assumed): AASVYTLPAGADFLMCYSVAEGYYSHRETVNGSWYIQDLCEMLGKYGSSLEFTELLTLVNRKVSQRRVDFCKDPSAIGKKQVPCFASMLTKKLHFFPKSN
# FN deposit inh – fibronectin deposition inhibition. AH1F fibroblasts, Alexa488-fibronectin deposition fluorescence, overnight. inhibition, % at 12.6 µM. 350,000 tested, 0.086% active. AID 743247;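 active means mean inhibition across replicates of 30% or more, regardless of how many single replicates reach that level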;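 further: positive control wells lacked labelled fibronectin entirely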
#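 Assay system: AH1F fibroblast monolayer, labelled fibronectin deposition. Amount: 10000 cells per well. Also added: labelled fibronectin 24 nM. Compound: single-point pinned compound. Incubation: cell attachment 1 h, compound and FN exposure overnight. Detection: fluorescence after three HBSS washes, excitation 485 nm, emission 525 nm. Read-out: inhibition of fibronectin deposition signal.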
# LGR2 inh – Drosophila LGR2 receptor signaling inhibition; inhibition, % at 9.99 µM; AID 720647; HEK293 LGR2, CRE-luciferase, bursicon-stimulated, 4 h; 380,000 tested, 0.35% active;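 active means drop in luminescence signal, shown as inhibition above about 50% in the replicate tests, limit read from the data, passing the limit was not always enough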;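 further: agonist challenge used bursicon conditioned medium at about half maximal strength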
# miR122 inh – miR-122 inhibition in Huh7 cells; Huh7 miR-122 Renilla luciferase sensor, 48 h; neutral wells = 0, positive control = 100; activation (reporter increase), % at 12.5 µM; 340,000 tested, 0.3% active; AID 602342;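 active means mean replicate activation score at least 90 and every replicate individually at or above 90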;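 further: higher luciferase means less miR-122 activity so hits act as miR-122 inhibitors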
# EWS-Fli inh – inhibitors of EWS/Fli oncoprotein transcriptional activity; inhibition, % at 12.6 µM; 350,000 tested, 0.67% active; A673 NR0B1-luciferase reporter, viability-normalised;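 active means mean inhibition of at least 50% after viability correction, with every replicate also passing that limit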;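 further: firefly luciferase signal divided by Alamar Blue viability fluorescence both relative to DMSO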
# PAX8 inh HTS – lowers PAX8-driven luciferase in RMG-I cells; inhibition, % at 12.6 µM; RMG-I TPO-luciferase reporter, SteadyGlo, 24 h; 360,000 tested, 1.2% active; AID 652154;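 active means mean replicate inhibition at least 60% with every replicate also reaching 60%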;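 further: luciferase light reporting Pax8 driven TPO promoter activity; plate controls were median of neutral control wells for no effect and mitoxantrone controls for full effect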
# The depositor's hits bear a star; x = no result given; & = joins results of further samples; [ ] = remark or other dose. Not a hit list; about 2.5% have a hit in one of these screens.
cpd | compound | Cneo AK release | PGC1a acetyl inh | CASP6 VEID inh | FN deposit inh
1 | CN(c1ccccc1)S(=O)(=O)c1ccc(C(=O)NCc2ccccc2F)cc1 | 0.2 | 2.5 | -0.5 | 8.0
2 | CCCC#Cc1ccc2c(c1)O[C@@H](CN(C)Cc1ccccc1)[C@H](C)CN([C@@H](C)CO)S2(=O)=O | x | -0.4 | x | -0.6
3 | COc1cccc(CNC(=O)C(CC(C)C)NC(=O)c2ccccc2C)c1 (centres undefined) | -0.1 | 0.2 | 0.4 | -4.7
4 | COc1ccccc1CCC(=O)N(CCC1=CCCCC1)c1c(N)n(Cc2ccccc2)c(=O)[nH]c1=O | x | x | -0.7 | 9.4
5 | COc1ccc(OC)c(N(CC(=O)NC2CCCC2)S(=O)(=O)c2ccc(OC)c(OC)c2)c1 | -1.3 | -6.2 | -0.3 | 1.3
6 | COc1ccc(NC(=O)N(C)C[C@H]2Oc3ccc(NC(=O)C4CCCCC4)cc3CC(=O)N([C@H](C)CO)C[C@H]2C)cc1 | -0.2 | 1.7 | -1.3 | -9.8
7 | O=C(Nc1cccc2cccnc12)c1cccc(Cl)c1 | 2.6 | x | -0.1 | -1.6
8 | CO[C@H]1CN(C)C(=O)c2ccc(NC(=O)C3CCCC3)cc2OC[C@@H](C)N(CC2CC2)C[C@H]1C | 6.8 | -8.1 | -1.9 | -0.6
9 | COc1ccc(-n2nc(C)c3onc(C)c3c2=O)cc1 | -0.7 | 8.1 | -1.8 | -5.5
10 | Cc1cc(C)c2nc(N3CCCN(C(=O)c4cnccn4)CC3)c(C#N)cc2c1 | 0.5 | 2.3 | x | x
11 | Clc1ccc(SCNc2ccccc2Cl)cc1 | 0.2 | x | 1.7 | -4.3
12 | O=C(CNc1ccc(F)cc1)N/N=C1\CCc2ccccc21 | -8.8 | 5.8 | 1.6 | -10.3

cpd | LGR2 inh | miR122 inh | EWS-Fli inh | PAX8 inh HTS
1 | -7.0 | 7.9 | 17.8 | 11.8
2 | -5.1 | x | -1.3 | 13.1
3 | 22.9 | 3.4 | 9.8 | 7.6
4 | 8.5 | x | 9.2 | 7.1
5 | -0.5 | -7.3 | 3.7 | 18.9
6 | 4.4 | 1.1[16.7 µM] | 10.0 | x
7 | x | 8.9 | -40.1 | 8.6
8 | 1.0 | x | 0.6 | -6.8
9 | -19.5 | 2.5 | -4.4 | -0.4
10 | x | 1.5 | x | -11.8
11 | 10.0 | -5.6 | 7.5 | -26.5
12 | x | -3.4 | -20.8 | 8.1

# Brought forward from above: six compounds; new compounds follow.
cpd | compound | Cneo AK release | PGC1a acetyl inh | CASP6 VEID inh | FN deposit inh
7 | O=C(Nc1cccc2cccnc12)c1cccc(Cl)c1 | 2.6 | x | -0.1 | -1.6
8 | CO[C@H]1CN(C)C(=O)c2ccc(NC(=O)C3CCCC3)cc2OC[C@@H](C)N(CC2CC2)C[C@H]1C | 6.8 | -8.1 | -1.9 | -0.6
9 | COc1ccc(-n2nc(C)c3onc(C)c3c2=O)cc1 | -0.7 | 8.1 | -1.8 | -5.5
10 | Cc1cc(C)c2nc(N3CCCN(C(=O)c4cnccn4)CC3)c(C#N)cc2c1 | 0.5 | 2.3 | x | x
11 | Clc1ccc(SCNc2ccccc2Cl)cc1 | 0.2 | x | 1.7 | -4.3
12 | O=C(CNc1ccc(F)cc1)N/N=C1\CCc2ccccc21 | -8.8 | 5.8 | 1.6 | -10.3
13 | CN1[C@@H]2c3ccc(/C=C/c4ccccc4)c(=O)n3C[C@@H]2[C@@H](CO)[C@@H]1C(=O)NCCCN1CCOCC1 | -1.5 | x | x | x
14 | Cc1noc(C)c1NC(=O)Nc1cccc2c1O[C@@H](CN(C)CC1CCCCC1)[C@@H](C)CN([C@H](C)CO)C2=O | -3.4 | -15.8 | 1.8 | x
15 | C=CCNc1nc(NCCOc2ccccc2Cl)c2sc(-c3ccccc3)cc2n1 | -0.9 | x | -2.5 | -3.2
16 | Cc1c(CC(=O)O)c(=O)oc2cc(OCc3ccc(Cl)cc3)ccc12 | 0.0 | x | -6.3 | 6.5
17 | O=C1c2ccccc2NC(c2ccc(Br)s2)N1O (centres undefined) | x | x | 1.9 | 3.1
18 | CC(=O)c1c(C)n(-c2ccc(C)cc2C)c2ccc(O)cc12 | 0.4 | 11.0 | 2.0 | -1.3
19 | CCCCOC(=O)c1ccc(NC(=O)c2c(N)n(C)c(=O)[nH]c2=O)cc1 | x | x | -3.6 | 11.3
20 | CO[C@@H]1CN(C)C(=O)c2ccc(NC(=O)c3ccc(F)cc3)cc2OC[C@@H](C)N(C)C[C@@H]1C | -7.7 | -1.5 | -1.2 | -3.4
21 | CCCC1NC(=O)c2cccnc2-n2c1nc1ccc(C)cc1c2=O (centres undefined) | -1.4 | x | -26.0 | -0.4
22 | C[C@@H]1CCCCO[C@H](CN(C)C(=O)CCCN(C)C)[C@H](C)CN([C@@H](C)CO)C(=O)c2cc(NC(=O)C3CCCCC3)ccc2O1 | -1.8 | 1.5 | 1.2 | x
23 | COC(=O)C1=CN(c2ccc(OC)cc2)C=C(C(=O)OC)C1c1ccc(C)c([N+](=O)[O-])c1 | -3.6 | 7.2 | x | -2.1
24 | COc1ccc(S(=O)(=O)N(C)C[C@H]2Oc3c(NC(=O)Nc4ccc(F)cc4)cccc3C(=O)N([C@@H](C)CO)C[C@@H]2C)cc1 | x | -2.0 | 0.7 | x

cpd | LGR2 inh | miR122 inh | EWS-Fli inh | PAX8 inh HTS
7 | x | 8.9 | -40.1 | 8.6
8 | 1.0 | x | 0.6 | -6.8
9 | -19.5 | 2.5 | -4.4 | -0.4
10 | x | 1.5 | x | -11.8
11 | 10.0 | -5.6 | 7.5 | -26.5
12 | x | -3.4 | -20.8 | 8.1
13 | 13.9 | x | -7.4 | -15.0
14 | -29.4 | 50.6[16.7 µM] | 9.1 | -10.7
15 | 2.7 | -6.7 | 4.0 | -3.0
16 | -10.0 | x | 6.5 | -20.3
17 | -9.8 | x | 12.8 | 34.3
18 | 21.4 | 4.0 | 5.7 | 12.4
19 | 8.9 | x | 0.7 | 3.8
20 | -28.2 | x | 1.1 | -10.9
21 | -7.0 | 7.4 | 0.8 | -6.8
22 | 5.8 | 11.1[16.7 µM] | -4.7 | x
23 | 9.5 | -7.6 | x | -2.9
24 | 5.0 | 4.8[16.7 µM] | 24.1 | x

# The list goes on:
cpd | compound | Cneo AK release | PGC1a acetyl inh | CASP6 VEID inh | FN deposit inh
25 | CCCCCCN1C[C@@H](n2cc(COC(=O)c3ccccc3)nn2)[C@H](O)C[C@@H]1c1ccc(Cl)cc1 | -2.9 | x | 0.3 | -0.9
26 | CN1CCN(S(=O)(=O)c2ccc(NC(=O)COc3ccccc3Cl)cc2)CC1 | 6.9 | 6.4 | -1.1 | 2.9
27 | CCOC(=O)N1CCC(N2CCN(S(=O)(=O)c3ccc(NC(C)=O)cc3)CC2)CC1 | -0.3 | -1.5 | -1.7 | x
28 | C/C=C/c1cnc2c(c1)C(=O)N([C@H](C)CO)C[C@@H](C)[C@H](CN(C)C(=O)Nc1c(C)noc1C)O2 | -3.7 | -18.8 | -1.4 | 0.3
29 | Cc1nc2ccc(S(=O)(=O)NCC(=O)NCCc3ccc(Cl)cc3)cc2s1 | -0.2 | 5.7 | 3.4 | 9.5
30 | COC(=O)C1=C(CS(=O)(=O)c2ccccc2)NC(=O)NC1c1ccc(O)cc1 (centres undefined) | 8.5 | 5.1 | -1.5 | -6.4
31 | COc1cc(NC(=O)c2ccco2)c(OC)cc1NC(=O)Nc1cccc(Cl)c1 | 3.2 | -1.1 | -1.0 | x
32 | CCc1nnc(NC(=O)CN2C(=O)NC3(CCCC3)C2=O)s1 | -0.2 | x | 1.2 | -6.4
33 | CCC/C(=N\NC(=O)c1ccco1)c1ccc(Cl)s1 | 6.1 | x | -2.3 | -0.2
34 | Cc1cc(=O)[nH]c(N/N=C/C(C)c2ccccc2)n1 (centres undefined) | 2.0 | 14.0 | -1.3 | -16.8
35 | C[C@H](CO)N1C[C@H](C)[C@@H](CN(C)C(=O)Nc2ccc3c(c2)OCO3)Oc2ccc(NC(=O)NC3CCCCC3)cc2C1=O | 9.0&-3.0 | 4.4&4.6 | -3.7&-3.3 | 5.0&0.7
36 | Cc1ccccc1NC(=O)NCCc1ccc(Cl)cc1 | -3.6 | x | -1.5 | -1.8

cpd | LGR2 inh | miR122 inh | EWS-Fli inh | PAX8 inh HTS
25 | 6.6 | 1.8 | 2.8 | -6.8
26 | x | 2.3 | 9.0 | 22.0
27 | 8.0 | x | 9.0 | x
28 | -6.0 | 10.0[16.7 µM] | -0.1 | x
29 | -18.0 | -2.1 | x | -2.4
30 | -5.1 | -0.3 | x | 4.0
31 | -2.4 | x | 11.5 | x
32 | 1.2 | x | -6.0 | -7.2
33 | -8.3 | -2.0 | 12.2 | x
34 | -4.4 | 6.6 | 1.4 | 5.5
35 | 8.8&-3.8 | -7.7[16.7 µM] | -10.3&2.2 | -35.1&-14.4
36 | -20.4 | 7.0 | 3.7 | -3.1

# New compounds follow:
cpd | compound | Cneo AK release | PGC1a acetyl inh | CASP6 VEID inh | FN deposit inh
37 | CCOc1ccc(C(=O)CCC(=O)N2CCC(C(=O)OC)CC2)cc1 | -0.5 | -1.2 | 4.0 | 1.8
38 | Fc1ccc(-n2nnc(-c3cnc4ccccc4c3)n2)cc1 | -1.6 | 3.8 | 6.7 | 11.1
39 | COC(=O)c1ccccc1NC(=O)CSCC(=O)Nc1ccccc1 | -1.2 | -25.5 | x | -2.9
40 | NS(=O)(=O)c1ccc(CNC(=O)CNC(=O)c2ccc(Br)o2)cc1 | 5.1 | x | 5.8 | -4.9
41 | C[C@H](CO)N1C[C@H](C)[C@H](CN(C)Cc2ccc(Oc3ccccc3)cc2)Oc2c(NS(=O)(=O)c3ccc(F)cc3)cccc2C1=O | x | -3.2 | x | x
42 | COc1cccc(/C=C/C(=O)NCCc2ccc3c(c2)OCCO3)c1 | 0.4 | x | 4.7 | 1.4
43 | COc1cccc(C2c3c(oc4ccccc4c3=O)C(=O)N2c2ccccn2)c1 (centres undefined) | 1.9 | 5.6 | 0.4 | -6.8
44 | C[C@H]1CN([C@@H](C)CO)S(=O)(=O)c2ccc(C#CCC3CCCC3)cc2O[C@H]1CN(C)C(=O)CN(C)C | 1.8 | -2.5 | -0.2 | 11.7
45 | O=C(NCC[C@H]1CC[C@H](NS(=O)(=O)Cc2ccccc2)[C@@H](CO)O1)C1CCOCC1 | 9.6 | 1.4 | 0.2 | x
46 | C/C1=C\CCC2C(/C=C(\C)CC1)OC(=O)C2CN1CCCCC1 (centres undefined) | 2.3 | 0.0 | -4.1 | -7.9
47 | CO[C@@H]1CC[C@@H]2CCN(C)C(=O)[C@H](C)N(C)C(=O)c3cccc(C#N)c3OC[C@H]1O2 | -0.8 | x | 4.7 | -5.1
48 | COc1ccc(NC(=O)c2ccc3[nH]c(C)c(C)c3c2)cc1 | -5.5 | -7.9 | 1.6 | 2.5

cpd | LGR2 inh | miR122 inh | EWS-Fli inh | PAX8 inh HTS
37 | 16.6 | -5.8 | -11.8 | 21.3
38 | 79.3* | 0.1 | 46.6 | -40.3
39 | x | 17.2 | x | -10.7
40 | 3.3 | -3.8 | 6.2 | 0.7
41 | 7.0 | -6.8[16.7 µM] | 8.7 | 9.9
42 | x | 6.1 | 57.4* | 5.7
43 | -8.7 | -5.2 | -3.8 | 4.5
44 | 6.4 | -5.6[16.7 µM] | 51.7 | 63.6*
45 | -2.8 | x | 4.8 | 2.5
46 | 20.0 | -2.7 | -9.0 | 68.0*
47 | 2.6 | x | -7.1 | -6.0
48 | -60.2 | -11.7 | -136.2 | -61.8

# Screens from PubChem.
